# High-throughput results (PubChem)
# beta cell repl – induces beta-cell replication in MIN6 cells | proliferation, % at 10 µM | actives 0.29% (n = 330,000) | MIN6 cells proliferation, ATPlite luminescence, 48 h; cells starved in 0.2% serum; 100% = growth in 10% serum | AID 2380;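 active = compounds whose signal lies at least 3.5 SD above the mean of all wells on their plate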;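 note: 0% = DMSO-treated cells in low-serum medium and 100% = 10% serum control; some compounds called inactive have numbers as strong as hits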
# mIAP activ – mouse IAP activation; activation factor at 10 µM; muIAP, CDP-Star luminescence, 30 min; hits give high values; 1 = vehicle-only enzyme signal, 0 = enzyme-free wells; actives 0.24% (n = 330,000);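 active = activation factor of at least 2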; note: the source names both 10 and 20 µM as test concentration; values of inactives mirror those of a sister screen read the other way
#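 Assay system: mouse IAP enzyme; reagent: chemiluminescent substrate CDP-Star; dosing: test compounds delivered from DMSO solution; schedule: 30 min at room temperature; measured by: luminescence from enzymatic CDP-Star hydrolysis; controls: DMSO-only wells and no-enzyme negative control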
# tim10-1 inh – inhibits growth of tim10-1 mutant yeast; S. cerevisiae tim10-1 ts strain growth, BacTiter-Glo, 24 h; AID 463190; inhibition, % at 20 µM; actives 2.2% (n = 330,000);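 active = inhibition of at least 40%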;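 note: mutant grown at 25 °C; 0% = DMSO wells with yeast and 100% = wells holding no yeast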
# A3G deaminase – APOBEC3G (human) deaminase inhibition. Q9HC16. recombinant A3G, ssDNA deamination FAM/TAMRA fluorescence. inhibition, % at 20 µM. actives 0.28% (n = 330,000). AID 493012;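 active = inhibition of at least 40% at 20 µM, with no more than 30% in the related APOBEC3A deaminase screen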;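 note: plate controls were DMSO wells with A3G for no effect and wells lacking A3G enzyme for full effect; some compounds called inactive have numbers as strong as hits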
# Target sequence (Q9HC16 whole entry, looked up): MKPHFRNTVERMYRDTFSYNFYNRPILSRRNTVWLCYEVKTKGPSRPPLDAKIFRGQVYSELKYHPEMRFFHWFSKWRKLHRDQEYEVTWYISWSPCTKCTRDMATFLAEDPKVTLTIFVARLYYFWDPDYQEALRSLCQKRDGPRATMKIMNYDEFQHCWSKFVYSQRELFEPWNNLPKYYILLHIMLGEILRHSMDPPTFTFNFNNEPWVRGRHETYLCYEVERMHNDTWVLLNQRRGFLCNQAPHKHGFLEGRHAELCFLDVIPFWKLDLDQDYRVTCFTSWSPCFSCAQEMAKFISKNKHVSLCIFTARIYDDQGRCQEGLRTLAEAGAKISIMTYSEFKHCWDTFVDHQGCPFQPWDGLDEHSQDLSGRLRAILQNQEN
# NALP3 yeast inh – NALP3 inhibition in yeast | Yeast reconstituted NLRP3/ASC/caspase-1, beta-gal luminescence, 24 h | inhibition, % at 10 µM | actives 0.39% (n = 330,000) | AID 2825;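 active = inhibition of 50% or more; inactive = inhibition below 50%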;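 note: plate controls were induced DMSO wells for no effect and uninduced yeast grown without galactose for full effect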
# hIAP inh – blocks human intestinal alkaline phosphatase; P09923; purified IAP, CDP-Star luminescence, 30 min; inhibition, % at 10 µM; actives 0.12% (n = 330,000); AID 2544;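 active = inhibition reaching a set limit with compound at 10 µM in the primary screen, cut at about 35% in these data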;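 note: plate controls were DMSO wells with enzyme for no effect and no-enzyme buffer wells for full effect; values of inactives mirror those of a sister screen read the other way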
# Target sequence (P09923 whole entry, looked up): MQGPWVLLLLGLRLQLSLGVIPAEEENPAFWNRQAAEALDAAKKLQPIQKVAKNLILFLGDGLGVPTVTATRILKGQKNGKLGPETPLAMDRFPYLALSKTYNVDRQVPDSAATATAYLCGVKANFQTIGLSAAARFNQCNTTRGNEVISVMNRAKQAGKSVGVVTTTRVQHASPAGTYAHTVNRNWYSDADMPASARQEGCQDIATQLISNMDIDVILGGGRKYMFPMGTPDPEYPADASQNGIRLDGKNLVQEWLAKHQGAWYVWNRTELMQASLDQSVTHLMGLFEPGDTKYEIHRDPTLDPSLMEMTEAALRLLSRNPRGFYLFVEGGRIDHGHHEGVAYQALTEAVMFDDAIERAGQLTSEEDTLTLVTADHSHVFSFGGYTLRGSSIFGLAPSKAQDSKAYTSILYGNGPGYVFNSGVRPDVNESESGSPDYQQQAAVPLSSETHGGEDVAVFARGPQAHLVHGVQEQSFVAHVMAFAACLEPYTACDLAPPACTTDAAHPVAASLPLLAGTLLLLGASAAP
# TIM10 inh – TIM10 yeast growth inhibition; S. cerevisiae TIM10 strain growth, BacTiter-Glo luminescence, 24 h; inhibition, % at 10 µM; actives 1.4% (n = 330,000);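 active = inhibition of 40% or more at the single tested concentration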;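 note: wild-type TIM10 isogenic control strain grown at permissive 25 °C; 0% = DMSO yeast wells and 100% = minimal medium wells without yeast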
# A3A deaminase – blocks human APOBEC3A ssDNA deamination. inhibition, % at 20 µM. P31941. recombinant A3A, FAM/TAMRA ssDNA deamination fluorescence. actives 0.41% (n = 330,000);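 active = at least 40% inhibition at 20 µM here, with at most 30% in a related deaminase screen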;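 note: plate controls were A3A with DMSO for no effect and wells lacking A3A enzyme for full effect; some results filed as inactive read as strong as hits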
# mIAP inh – blocks mouse intestinal alkaline phosphatase; purified mouse IAP, CDP-Star luminescence, 30 min; inhibition, % at 10 µM; actives 0.2% (n = 330,000); AID 2806;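 active = inhibition of at least 40% at 10 µM in the primary screen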;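 note: plate controls were DMSO with enzyme for no effect and no enzyme wells for full effect; values of inactives mirror those of a sister screen read the other way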
# * marks the source's active call; other numbers are inactive results.
SMILES,beta cell repl,mIAP activ,tim10-1 inh,A3G deaminase,NALP3 yeast inh,hIAP inh,TIM10 inh,A3A deaminase,mIAP inh
CCC(C)(C)NC(=O)C(c1ccccc1Cl)N(C(=O)CCC(=O)Nc1cc(C)on1)c1ccc(NC(C)=O)cc1 (stereo not drawn),-5,1.1,-1,0,3,5,-12,0,-6
COc1ccccc1Nc1nc(N)nc(CN2CCc3ccccc3C2)n1,0,1,23,-4,19,-8,21,-1,-4
CCOc1ccccc1OCC(=O)OCc1csc(CC(=O)Nc2ccccc2C)n1,-3,1.1,29,-7,13,-24,9,-1,-8
CCOc1ccccc1OCCCC(=O)N(CC)CC(=O)Nc1ccc(NC(C)=O)cc1,3,0.97,1,-12,9,8,2,9,3
COCCCNC(=O)/C(C#N)=C/c1c(N2CCN(C)CC2)nc2ccccn2c1=O,-3,0.98,7,1,15,6,-23,1,2
O=C(N/N=C\c1ccc(O)c([N+](=O)[O-])c1)c1ccccc1-n1cccc1,2,0.96,19,-6,-13,16,11,4,4
CC(=O)Nc1ccc(S(=O)(=O)NCCc2ccc(F)cc2)cc1,-2,0.88,6,-8,-9,19,4,3,12
O=c1oc(-c2ccc(O)c(O)c2)cc2cccc(O)c12,-4,0.77,-20,-5,27,13,17,1,23
O=C(Cc1ccccc1)Nc1ccc(C(=O)Nc2ccccc2C(=O)O)cc1,-2,0.86,1,-1,-12,7,5,-1,14
CC1Cc2ccccc2N1C(=O)CSc1nc(-c2ccco2)cc(C(F)(F)F)n1 (stereo not drawn),-2,0.82,3,-2,12,12,0,-1,18
C=CCN1C(=O)C(CC(=O)Nc2ccccc2)SC1=Nc1ccc(S(N)(=O)=O)cc1 (stereo not drawn),1,0.99,2,-11,1,11,3,-2,1
CC1CN(C(=O)Nc2ccc(F)cc2F)CC(C)O1 (stereo not drawn),-3,0.92,2,-5,15,-5,3,-3,8
COc1ccc(C(=O)OC2CCN(c3ncc(C(F)(F)F)cc3Cl)CC2)cc1,-6,0.94,19,-5,-2,15,4,-1,6
CN(Cc1ccccc1)S(=O)(=O)c1ccc(OCC(=O)NCc2ccncc2)cc1,-2,1,8,4,11,-10,-11,-3,-5
S=c1[nH]nc(C2CCCCC2)n1/N=C/c1ccc(Br)cc1,-1,0.99,33,1,14,3,23,-1,1
Cc1cc(NC(=O)CSCC(=O)Nc2ccccc2Oc2ccccc2)no1,-4,0.93,4,-10,11,4,-8,-4,7
Cc1cc(C)nc(N/N=C/c2cc3c(cc2[N+](=O)[O-])OCO3)n1,-1,0.87,-16,0,21,-1,-5,3,13
C=CCn1c(=O)/c(=C/c2ccc(O)cc2)s/c1=C(/C#N)c1nnc2n1CCCCC2,-3,0.69,8,-26,23,-13,12,-11,31
CCOC(=O)c1sc(N(Cc2ccccc2)C(=O)CSc2nnc(C3CC3)n2N)nc1C,4,1.2,34,-3,21,22,35,-2,-17
CC(C)C(NC(=O)/C=C/c1ccc(F)cc1)C(C)C,-5,1,10,-2,11,6,15,1,-2
NCCNCCNCCN,-5,1,-1,-9,18,0,1,-4,-1
CCCCOc1ccccc1N,-2,1.1,-5,-2,32,-40,6,-3,-8
COC(=O)c1oc2ccccc2c1N,-1,1.1,-1,4,26,-9,-8,3,-7
O=C(CCCNS(=O)(=O)c1cccc2nsnc12)NCCc1ccccc1,-2,1.1,10,-6,14,-16,-13,-2,-10
Cc1cc[n+](CCc2ccccc2)cc1C,-1,0.98,5,-2,9,9,-1,0,2
CCOC(=O)c1ccc(NC(=O)c2nc[nH]c2C(=O)N[C@@H](CC(C)C)C(=O)OCc2ccccc2)cc1,-8,0.89,6,-8,14,-30,0,0,11
CCCCOC(=O)Nc1cccc(Cl)c1C,-4,0.98,19,-10,-12,-6,10,-4,2
COCC(=O)n1nc(-c2ccccc2)nc1NCc1ccc(N(C)C)cc1,2,1.1,18,-6,8,-15,-4,-8,-15
N#C/C(=C1/CCCCCN1)c1nc2ccccc2s1,4,0.99,16,-6,4,12,20,-2,1
Cc1ccc(NC(=O)Cn2c(=O)cnc3ccccc32)cc1S(=O)(=O)N(C)C,-3,1,10,-7,9,-2,1,4,-4
C=C(C)CNC(=S)N/N=C/c1c(F)cccc1F,7,0.96,4,-7,21,0,25,-7,4
Cn1c(SCC(=O)C(C)(C)C)nnc1-c1cccnc1,-1,0.98,5,-3,3,6,8,0,2
O=C(NCCC1CCCCN1S(=O)(=O)c1ccc(Cl)cc1)C(=O)NCc1ccco1 (stereo not drawn),-2,1.1,31,7,4,-3,-1,2,-10
Cc1ccc(S(=O)(=O)N(C)C)cc1NC(=O)C1CCCC1,-3,1.1,4,1,-8,-4,0,15,-10
O=C(Cc1ccsc1)N1CCN(S(=O)(=O)c2cc(C(F)(F)F)cc(C(F)(F)F)c2)CC1,-2,1,35,-3,-15,-21,13,-4,-4
NC(=O)CC1C(=O)N(c2ccc(F)cc2)C(=O)N1NC(=O)CCc1ccccc1 (stereo not drawn),0,0.91,-16,2,4,-26,-1,4,9
CCONc1ncnc2nonc12,-3,1,-1,-7,4,-4,5,-2,0
CCCCOc1ccc(C(=O)N(CC)CC(=O)NCc2cccs2)cc1,0,1,24,-6,17,-4,5,-5,-2
CCOC(=O)C1CCCN(S(=O)(=O)Cc2ccc(Cl)cc2)C1 (stereo not drawn),-1,1,-2,-6,8,-10,-10,-5,-5
CCOC(=O)c1[nH]ncc1CN1CCN(Cc2ccc(C)cc2)C(CCO)C1 (stereo not drawn),-2,1.1,14,-6,21,-41,1,-6,-5

# Part of the list above in order of SMILES length, smallest number first:
SMILES,beta cell repl,mIAP activ,tim10-1 inh,A3G deaminase,NALP3 yeast inh,hIAP inh,TIM10 inh,A3A deaminase,mIAP inh
CCCCOc1ccccc1N,-2,1.1,-5,-2,32,-40,6,-3,-8
COC(=O)c1oc2ccccc2c1N,-1,1.1,-1,4,26,-9,-8,3,-7
CCCCOC(=O)Nc1cccc(Cl)c1C,-4,0.98,19,-10,-12,-6,10,-4,2
Cc1cc[n+](CCc2ccccc2)cc1C,-1,0.98,5,-2,9,9,-1,0,2
N#C/C(=C1/CCCCCN1)c1nc2ccccc2s1,4,0.99,16,-6,4,12,20,-2,1
Cn1c(SCC(=O)C(C)(C)C)nnc1-c1cccnc1,-1,0.98,5,-3,3,6,8,0,2
CCCCOc1ccc(C(=O)N(CC)CC(=O)NCc2cccs2)cc1,0,1,24,-6,17,-4,5,-5,-2
O=C(CCCNS(=O)(=O)c1cccc2nsnc12)NCCc1ccccc1,-2,1.1,10,-6,14,-16,-13,-2,-10
Cc1ccc(NC(=O)Cn2c(=O)cnc3ccccc32)cc1S(=O)(=O)N(C)C,-3,1,10,-7,9,-2,1,4,-4
O=C(NCCC1CCCCN1S(=O)(=O)c1ccc(Cl)cc1)C(=O)NCc1ccco1 (stereo not drawn),-2,1.1,31,7,4,-3,-1,2,-10
O=C(Cc1ccsc1)N1CCN(S(=O)(=O)c2cc(C(F)(F)F)cc(C(F)(F)F)c2)CC1,-2,1,35,-3,-15,-21,13,-4,-4
CCOC(=O)c1ccc(NC(=O)c2nc[nH]c2C(=O)N[C@@H](CC(C)C)C(=O)OCc2ccccc2)cc1,-8,0.89,6,-8,14,-30,0,0,11

# Next compounds.
SMILES,beta cell repl,mIAP activ,tim10-1 inh,A3G deaminase,NALP3 yeast inh,hIAP inh,TIM10 inh,A3A deaminase,mIAP inh
COc1cc(CN2CCCC(N3CCN(c4ccccc4C)CC3)C2)cc(Cl)c1O (stereo not drawn),-3,1,2,-10,13,-31,1,-9,0
C[C@H](CO)N1C[C@H](C)[C@@H](CN(C)S(=O)(=O)c2ccccc2)Oc2c(NC(=O)Nc3ccc(C(F)(F)F)cc3)cccc2C1=O,-5,1.5,14,-8,13,10,0,-2,-45
Cn1c(=O)[nH]c(=O)c2c1nc(N(CCO)Cc1ccccc1)n2CCCc1ccccc1,-1,0.99,12,5,21,5,13,-1,1
COc1cc(CCN2C(=O)c3cccc4cccc(c34)C2=O)c(S(=O)(=O)NCCCO)cc1OC,-2,1.1,20,-5,-2,-18,17,-2,-6
O=C(/C=C/c1ccccc1)N1CCN(C(=O)c2ccco2)CC1,-1,1,4,-1,0,7,-2,2,-2
CCSc1ccc([C@@H]2[C@H]3C(=O)N(CC)C(=O)[C@H]3[C@]3(C(=O)OC)CCCCN23)cc1,-8,0.96,27,-12,21,-3,19,-4,4
CCc1ccccc1N(CC(=O)NCc1ccco1)C(=O)CCC(=O)Nc1nccs1,2,0.94,-9,-9,12,2,2,3,6
O=Cc1ccc(OCC(=O)N2CCc3ccccc32)c(Br)c1,-3,0.97,11,-5,25,3,0,-2,3
NC(=O)c1ccsc1NC(=O)COC(=O)c1c(F)cccc1Cl,0,0.96,5,-5,23,3,5,0,4
COc1ccc(/C=N\Nc2ccccn2)c(OC)c1,-1,0.92,2,-6,21,-16,-3,-6,8
O=C(Nc1ccc2c(c1)OCCO2)c1cccs1,-2,1.1,15,-2,37,2,45*,0,-8
O=C(NNC(=O)[C@@H]1CCCC[C@@H]1C(=O)O)c1cccs1,0,1,4,3,17,-6,-28,3,-1
COC(=O)c1c(C)oc2ccc(N(C(=O)Oc3ccccc3)S(=O)(=O)c3ccc(Cl)c([N+](=O)[O-])c3)cc12,-5,0.84,16,3,4,1,9,20,16
CN(Cc1ccc(Cl)s1)C(=O)CN1C(=O)N(C)C2(CCCCC2)C1=O,-3,0.99,19,-7,10,-5,7,-1,1
CN1CCN(Cc2cccc(Oc3ccc(Cl)cc3)c2)CC1,2,0.99,4,-6,9,-8,3,-2,0
Cc1ccc2c(COC(=O)CNC(=O)c3ccco3)cc(=O)oc2c1C,-3,1.1,15,-1,1,-4,-26,0,-10
COc1ccc(-c2cc(C(=O)Nc3cnn(Cc4ccccc4C)c3)no2)cc1OC,-2,0.99,7,-2,9,-5,-16,4,0
Cc1cccc(N=Cc2cc3c(cc2[N+](=O)[O-])OCO3)c1,-4,0.81,22,-2,9,-6,19,-2,19
Cc1nn(C)c(C)c1CN(C)C(=O)c1nn2c(c1Br)NC(c1cccs1)CC2C(F)(F)F (stereo not drawn),0,1.1,10,0,11,-26,5,2,-5
CCn1c(COc2ccccc2)nnc1SCC(=O)Nc1ccc2c(c1)OCCO2,0,1,2,-8,14,-9,1,-4,-3
CCCCCC1CC(=O)N(Cc2ccc(Cl)cc2)C(=O)N1 (stereo not drawn),0,0.99,7,-2,20,-6,6,-10,1
CC(C)(C)c1cc(C(C)(C)C)cc(S(=O)(=O)CCc2ccccn2)c1,-2,1.1,31,-1,3,-7,51*,0,-15

# No enrichment for hits. Share with any hit: about 4.6%.
